TEAD-YAP inh = TEAD-YAP interaction inhibition, primary screen, TEAD-YAP interaction inhibitor project, luminescence, HEK-TIYL cells | AID 1259422, 2018 | TEAD-Gal4/YAP UAS-luciferase luminescence | 640,000 compounds, 1.4% hits | inhibition, % at 9.12 µM; in the data active = inhibition above about 32%;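 note: 0% = median of test compound wells and 100% = reference inhibitor wells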
MITF primary = MITF inhibitors, primary screen, biochemical, AlphaScreen, human; AID 1259374, 2018; AlphaScreen MITF homodimerization, bead proximity signal; inhibition, % at 2.6 µM; Microphthalmia-associated transcription factor (Homo sapiens), O75030; 650,000 compounds, 0.91% hits; in the data active = inhibition above about 50%;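 note: 0% = vehicle wells with protein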
FBW7 act = FBW7 E3 ligase activators, primary screen, biochemical, AlphaScreen, human; normalized activity (activation), % at 26.1 µM; F-box/WD repeat-containing protein 7 (Homo sapiens), Q969H0; AlphaScreen FBW7–phospho-cyclin E peptide binding, activator screen; AID 1259310, 2017; 650,000 compounds, 0.13% hits; in the data active = normalized activity above about 1.9%;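 note: purified mutant Fbw7 with reduced substrate affinity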
Target sequence (Q969H0 whole entry, looked up): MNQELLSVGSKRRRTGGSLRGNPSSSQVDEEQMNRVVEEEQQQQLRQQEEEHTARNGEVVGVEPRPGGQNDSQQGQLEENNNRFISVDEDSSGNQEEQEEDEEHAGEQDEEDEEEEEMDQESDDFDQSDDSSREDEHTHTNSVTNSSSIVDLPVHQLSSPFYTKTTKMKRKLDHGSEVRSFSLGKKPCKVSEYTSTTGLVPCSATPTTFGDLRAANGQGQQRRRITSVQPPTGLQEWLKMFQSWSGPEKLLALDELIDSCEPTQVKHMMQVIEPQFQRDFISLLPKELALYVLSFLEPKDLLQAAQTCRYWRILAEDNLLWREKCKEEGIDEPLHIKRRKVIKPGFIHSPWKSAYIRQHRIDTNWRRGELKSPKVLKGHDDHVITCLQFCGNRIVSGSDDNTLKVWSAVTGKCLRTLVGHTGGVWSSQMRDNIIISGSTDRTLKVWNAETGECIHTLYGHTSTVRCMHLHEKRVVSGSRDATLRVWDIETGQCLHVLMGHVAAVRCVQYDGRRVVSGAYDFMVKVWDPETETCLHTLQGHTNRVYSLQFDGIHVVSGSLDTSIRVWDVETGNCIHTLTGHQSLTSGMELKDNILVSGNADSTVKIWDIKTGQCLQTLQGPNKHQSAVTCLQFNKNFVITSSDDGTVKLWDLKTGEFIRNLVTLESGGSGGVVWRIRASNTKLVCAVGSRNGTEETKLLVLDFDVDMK
GPR151 ag = activators of human GPR151, primary screen, cell-based, PathHunter beta-arrestin, luminescence. 650,000 compounds, 1% hits. PathHunter beta-arrestin GPR151 cells. AID 1508602, 2020. G-protein coupled receptor 151 (Homo sapiens), Q8TDV0. activation, % at 11.2 µM; in the data active = activation above about 4.9%;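 note: 0% = median of compound wells and 100% = cells with positive control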
Target sequence (Q8TDV0 whole entry, looked up): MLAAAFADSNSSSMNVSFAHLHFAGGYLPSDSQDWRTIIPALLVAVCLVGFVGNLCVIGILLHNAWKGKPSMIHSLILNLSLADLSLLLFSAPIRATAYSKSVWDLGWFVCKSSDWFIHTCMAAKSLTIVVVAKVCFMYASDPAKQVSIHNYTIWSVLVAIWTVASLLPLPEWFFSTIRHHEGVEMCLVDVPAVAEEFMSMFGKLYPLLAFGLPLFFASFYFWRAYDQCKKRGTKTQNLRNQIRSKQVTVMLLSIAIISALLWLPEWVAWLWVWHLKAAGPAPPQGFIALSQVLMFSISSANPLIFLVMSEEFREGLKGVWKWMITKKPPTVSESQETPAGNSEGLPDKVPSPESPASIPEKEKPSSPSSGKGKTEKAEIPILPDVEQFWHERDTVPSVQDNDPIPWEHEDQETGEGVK
An asterisk follows results filed as active.

Under each structure: TEAD-YAP inh	MITF primary	FBW7 act	GPR151 ag
> O=C(CSc1nc2ccc(NC(=O)c3ccccc3C(=O)N3CCCC3)cc2s1)NC1CC1
→ -3	-5	-0.1	-1.4
> CC(C)(C)c1ccc(-c2nc3cc(NC(=O)c4ccc(-c5cccc([N+](=O)[O-])c5)o4)ccc3o2)cc1
→ 34*	-13	0.0	1.2
> CCN(CC)CCNC(=O)C1(c2cccs2)CCOCC1
→ 0	14	0.0	-1.1
> CCC(C)[C@@H](C(=O)NCCc1ccccc1)N1Cc2ccccc2C1=O (some centres undefined)
→ 3	-12	0.0	-0.1
> COc1ccc(CCNC(=O)Cn2cnc3c(cnn3-c3ccccc3C)c2=O)cc1OC
→ 13	-9	0.0	1.5
> Cc1ccc(CNC(=O)CN2C(=O)C3C4C=CC(C4)C3C2=O)o1 (centres undefined)
→ -21	13	0.5	0.7
> CSc1nc2sc3c(c2c(=O)n1Cc1ccccc1)CCC(C(C)(C)C)C3 (centres undefined)
→ -5	2	-0.1	-0.5
> CC1C=CCC2C(=O)N(c3cccc(C(=O)NCc4ccccc4)c3)C(=O)C12 (centres undefined)
→ 14	17	0.7	-0.4
> CCn1c(=O)c(C(=O)Nc2ccsc2C(=O)OC)c(O)c2ccccc21
→ -2	2	0.0	1.1
> c1ccc(N2CCN(c3nccc(NC4CC4)n3)CC2)nc1
→ -48	14	0.0	0.4

Three neighbouring compounds out of the list so far, for reference:
Under each structure: TEAD-YAP inh	MITF primary	FBW7 act	GPR151 ag
> O=C(CSc1nc2ccc(NC(=O)c3ccccc3C(=O)N3CCCC3)cc2s1)NC1CC1
→ -3	-5	-0.1	-1.4
> CC(C)(C)c1ccc(-c2nc3cc(NC(=O)c4ccc(-c5cccc([N+](=O)[O-])c5)o4)ccc3o2)cc1
→ 34*	-13	0.0	1.2
> CCN(CC)CCNC(=O)C1(c2cccs2)CCOCC1
→ 0	14	0.0	-1.1

Further results follow:
Under each structure: TEAD-YAP inh	MITF primary	FBW7 act	GPR151 ag
> Cc1nc2c(SCC(=O)NC(C)C)nnc(-c3ccccc3)c2s1
→ -2	13	-0.1	-0.5
> CSc1cccc(NC(=O)Cn2c(C)c(C=O)c3ccccc32)c1
→ 12	9	-0.1	0.7
> COCCNC(=O)C(=O)Nc1cccc(Cl)c1
→ -17	8	0.3	-0.6
> COc1ccc(OC)c(N(CC(=O)NCc2ccc(Cl)cc2)S(C)(=O)=O)c1
→ -12	-9	-0.1	-0.3
> O=S(=O)(Nc1ccc(F)cc1)c1cccc2cccnc12
→ 7	-4	0.5	0.1
> CCOC(=O)C1=C(C)NC(=S)NC1c1ccc(OCC(=O)N2CCOCC2)cc1 (centres undefined)
→ -12	8	-0.1	0.5
> COc1ccc([N+](=O)[O-])cc1Nc1nnc(Cc2ccncc2)c2ccccc12
→ 1	4	0.4	-0.3
> COCCNC(=S)N1CCN(S(=O)(=O)c2ccc([N+](=O)[O-])cc2)CC1
→ 3	0	-0.1	-0.3
> COc1ccc(/C=N/NC(=O)Cc2c[nH]c3ccccc23)cc1
→ 2	-9	-0.1	-0.7
> O=C(NCCCN1CCCC1=O)Nc1cccc(C(F)(F)F)c1
→ 4	1	0.1	0.3

A different layout for part of the listing above.
SMILES	TEAD-YAP inh	MITF primary	FBW7 act	GPR151 ag
COc1ccc(/C=N/NC(=O)Cc2c[nH]c3ccccc23)cc1	2	-9	-0.1	-0.7
O=C(NCCCN1CCCC1=O)Nc1cccc(C(F)(F)F)c1	4	1	0.1	0.3
CSc1cccc(NC(=O)Cn2c(C)c(C=O)c3ccccc32)c1	12	9	-0.1	0.7
COc1ccc(OC)c(N(CC(=O)NCc2ccc(Cl)cc2)S(C)(=O)=O)c1	-12	-9	-0.1	-0.3

(further entries)
Under each structure: TEAD-YAP inh	MITF primary	FBW7 act	GPR151 ag
> COC(=O)CCCn1c(-c2ccccc2)cn2c3c(=O)n(C)c(=O)n(C)c3nc12
→ 6	6	-0.1	0.3
> CCc1cccc2c(C=C(C#N)C#N)cn(CC(=O)N3CCCCC3)c12
→ 16	18	1.0	-0.7
> Cc1cc(NC(=S)N(CCN2CCCCCC2)Cc2ccco2)ccc1Cl
→ -7	10	-0.4	-0.3
> COc1ccc(CCNc2nc(-c3ccc(F)cc3F)cs2)cc1OC
→ 8	17	-0.1	1.3
> COc1cc(C2NC(=O)NC(C)=C2C(=O)OC2CCCCCC2)ccc1O (centres undefined)
→ -3	-12	0.1	0.3
> Cc1ccc(CN2C(=O)NC3(CCN(Cc4ccc(Cl)cc4)CC3)C2=O)cc1
→ 2	-9	0.6	-1.8
> COc1ccc(CNS(=O)(=O)c2cc(C)ccc2OC)cc1
→ -1	5	1.0	1.0
> CCN1CCN(C(c2ccc(F)cc2)c2nnnn2C2CCCCC2)CC1 (centres undefined)
→ 3	-5	0.1	1.1
> CCOc1ccccc1NC(=O)n1ncc2c(C)cccc21
→ 2	5	0.3	-0.2
> COc1cccc(/C=N/NC(=O)c2ccoc2C)c1O
→ -19	32	-0.3	-6.4
> S=C(Nc1ccccc1)Nc1nc2ccccc2n1CCOc1ccccc1Cl
→ -3	9	0.6	0.7
> O=C(Oc1ccc2c(=O)c(Oc3ccccc3Br)coc2c1)c1ccc(F)cc1
→ 13	-3	-0.1	0.0
> CCOc1ccccc1C1C2=C(CC(C)(C)CC2=O)Nc2ccccc2N1C(=O)c1ccccc1 (centres undefined)
→ 10	-4	0.0	2.1
> Cc1ccccc1C(=O)Nc1ccc2nc(SCc3ccc(Br)cc3)sc2c1
→ 4	13	0.7	-0.3
> COc1cccc(CC(=O)N2CCC(C(=O)NC(c3ccccc3)c3ccccn3)CC2)c1 (centres undefined)
→ 5	23	0.0	0.0
> C/C(=N\NC(=O)CO/N=C(\C)c1cccs1)c1ccc(N)cc1
→ 0	-16	-0.1	0.5
> O=C(c1ccc(-n2c(SCc3ccc(Cl)cc3)nc3ccccc3c2=O)cc1)N1CCOCC1
→ 0	29	0.1	-0.4
> CCOc1ccc(C(=O)Nc2ccc(C)cc2)cc1Br
→ -16	9	-0.3	-0.3
> CC(=O)OCC1OC(Nc2ccccc2[N+](=O)[O-])C(OC(C)=O)C(OC(C)=O)C1OC(C)=O (centres undefined)
→ -1	-1	-0.1	0.1
> O=C(CSc1ncnc2c1nnn2-c1ccc(F)cc1)N1CCCCC1
→ 9	-1	0.0	0.3
> CC(C)(C)CC(C)(C)c1ccc(O)c(CN2CCN(c3ccccc3)CC2)c1
→ 1	6	-0.2	-0.8
> CCOc1ccc(N2C(=O)CC(C(C)c3ccccc3)C2=O)cc1 (centres undefined)
→ -9	-2	-0.1	0.0
> Cn1nnnc1SCC(=O)c1ccc(Cl)s1
→ 4	11	-0.1	-1.3
> CCCS(=O)(=O)c1oc(-c2ccc(F)cc2)c(-[n+]2cc(C)cc(C)c2)c1S(=O)(=O)CCC
→ 4	0	-0.1	0.8
> COc1cc(NC(=O)Nn2cnnc2)cc(OC)c1OC
→ -4	6	0.0	-0.1
> Cc1n[nH]c(C)c1Sc1ccc(Br)cc1
→ -9	25	0.1	1.2
> CSc1nc2c(c(=O)n1Cc1ccccc1)C1(CCCCC1)Cc1ccccc1-2
→ -8	3	-0.1	-0.5
> CCN1CCN(Cc2ccc(OCc3ccccc3)cc2)CC1
→ 12	-11	-0.2	1.5
> Cc1[nH]c2ccccc2c1C1=CN2CCS(=O)(=O)N=C2S1
→ 0	-5	0.0	-0.3
> CCOc1ccc2nc(SCC(=O)Nc3ccc4nc(SCC(=O)NC5CCCCC5)sc4c3)sc2c1
→ 19	6	-0.2	-0.5
> Cc1ccc(N(CC(=O)NC2CCCC2)C(=O)CCC(=O)Nc2nccs2)cc1C
→ -6	-1	0.2	0.1
> COc1ccc(N=C2SC(C(N)=O)CC(=O)N2CCc2ccc(Cl)cc2)cc1 (centres undefined)
→ -1	3	0.1	0.5
> CC(C)C(=O)Nc1ccc([N+](=O)[O-])cc1[N+](=O)[O-]
→ 2	10	0.1	0.4
> Cc1cc(C)c2nc(NC(=O)C3CCCCC3)sc2c1
→ -28	-9	0.1	1.0
> Cn1nc([N+](=O)[O-])nc1N1CCCCC1
→ -5	5	0.0	-2.3
> COc1cc(C2C3=C(CC(C)(C)CC3=O)Nc3ccccc3N2C(=O)c2ccccc2)cc(OC)c1OC (centres undefined)
→ -1	-2	0.2	1.6
> CCOc1ccc(NC(=O)CC2C(=O)NCCN2C(=O)Nc2ccccc2)cc1 (centres undefined)
→ 4	12	0.2	1.0
> CN(C)c1ccc(/C=C/c2noc(-c3ccccc3O)n2)cc1
→ 12	7	0.0	1.7
> CCOC(=O)/C(=N\O)C1=NC(C)(C)Cc2ccccc21
→ -22	-12	-0.2	0.3
> O=S(=O)(/C=C/c1ccccc1)N1c2ccccc2C=CC1c1c[nH]c2ccccc12 (centres undefined)
→ 2	6	-0.1	2.7
> Cc1ccc(NC(=O)c2cnc3n(c2=O)CCS3)c(Br)c1
→ 2	-6	-0.1	-0.8
> O=C(Nc1ccccc1I)c1cccc(Br)c1
→ -3	13	0.5	-0.2
> CCSc1ccccc1C(=O)Nc1nnc(Cc2cccs2)o1
→ 19	10	-1.2	1.1
> Cc1ccc2oc3c(c(=O)c2c1)C(c1cccs1)N(CCN(C)C)C3=O (centres undefined)
→ -59	-14	0.0	-1.0
> O=C(Cc1cccc2ccccc12)N1CCN(c2nc3ccccc3s2)CC1
→ 0	17	0.0	-1.5
> CCOc1ccc(-c2cnc(NCc3cc(OC)ccc3OC)n2C)cc1
→ 7	31	0.0	0.2
> O=C1CC(=O)N(Cc2ccco2)C(=S)N1
→ -5	70*	-1.0	0.4
> CC1CN(C(=O)c2ccc(C(C)(C)C)cc2)CCN1C(=O)c1ccc(C(C)(C)C)cc1 (centres undefined)
→ 4	42	-0.1	2.1
> CC1=C(C(=O)NC2CCCC2)C2(CCCCC2)OC1=O
→ -4	-6	0.0	0.5
> CN1CCN(CCNC(=O)CSc2c3c(nc4cc(Cl)ccc24)CCCC3)CC1
→ 4	11	0.3	-0.4

Remaining list, next part:
Under each structure: TEAD-YAP inh	MITF primary	FBW7 act	GPR151 ag
> CCOC(=O)C1=C(CN2CC(C)CC(C)C2)NC(=O)NC1c1cccc(OC)c1OC (centres undefined)
→ 13	8	0.0	0.6
> CCCOc1cc(Cl)c(CNCCCN2CCOCC2)cc1OCC
→ -2	5	0.1	-1.1
> O=C1CC2(CCN(C(=O)c3cc(Cl)ccc3Cl)CC2)Oc2ccccc21
→ 8	17	-0.1	-1.5
> CCOC(=O)C1(Cc2ccc(Cl)cc2)CCN(Cc2cnn(C)c2C)CC1
→ 6	10	0.1	-1.2
> O=C1CNC(=O)N1CC(O)Cn1c2ccc(Br)cc2c2cc(Br)ccc21 (centres undefined)
→ 9	12	-0.1	-0.9
> S=C(NCc1cccs1)Nc1cccc(Cl)c1
→ 11	4	0.1	1.4
> Cc1cc(C)cc(-n2nnc(C(=O)Nc3ccccc3)c2N)c1
→ -57	9	0.0	1.1
> O=C(NCc1nc2ccccc2[nH]1)c1ccc2c(c1)ncn2-c1ccccc1
→ -20	9	0.7	-3.3
> CCOC(=O)N1CCN(C(=O)c2cc(-c3ccc(F)cc3)[nH]c2C)CC1
→ -4	-2	-0.2	-0.5
> CCSc1nnc2c(n1)OC(c1cc(OC)c(OC)c(OC)c1)Nc1ccccc1-2 (centres undefined)
→ -12	13	0.1	0.3
> COC(=O)c1sc(-c2ccccc2)cc1NC(=O)Cc1ccccc1
→ 0	-8	0.1	0.3
> COc1ccc(S(=O)(=O)N(CC(=O)NCc2ccc(Cl)cc2)c2ccc(C)cc2)cc1
→ -11	-8	-0.1	-1.1
> Cc1cccc(CCNC(=O)CCCc2nnc3n4nc(C)nc4c4ccccc4n23)c1
→ 4	-6	-0.1	-1.4
> Nc1nc(Nc2ccc(N3CCOCC3)cc2)cc(Nc2ccccn2)n1
→ 0	10	-0.1	0.2
> CC(C)(C)OC(=O)Nc1cccc(C(=O)OCC(=O)Nc2ccc(F)cc2)c1
→ -5	11	0.4	1.9
> O=C(O)c1c(Cl)nc(Cl)c(Cl)c1Cl
→ -5	0	0.0	0.8
> CCOc1cc(-c2nc3sc4c(c3c(=O)[nH]2)CCCC4)cc(Br)c1OCc1ccccc1
→ -10	-7	0.0	-0.6
> O=C1CCC(CCNCc2ccccc2)N1CCc1ccccc1F (centres undefined)
→ -3	-1	-0.1	1.5
> Fc1ccc(CN2CCC(c3nc(-c4ccncc4)n[nH]3)CC2)cc1
→ -13	16	0.5	-0.8
> CCOC(=O)C1=C(Cn2ccnc2)NC(=O)NC1c1ccc(C)cc1 (centres undefined)
→ 0	10	1.0	-0.6
> N#Cc1ccc(OCC(=O)Nc2ccc(-c3nnc4n3CCCCC4)cc2)cc1
→ -2	-6	-0.1	2.3
> CCOC(=O)c1ccc(Nc2ncnc3ccc(C)cc23)cc1
→ -1	-9	0.1	1.2
> COc1cccc(CN2CCC(=O)N(CC3CCCCC3)CC2)c1
→ 3	1	-0.2	-1.0
> COc1ccccc1NC(=O)c1sc2ncn(CC(=O)Nc3ccc(C)c(Cl)c3)c(=O)c2c1C
→ 2	19	0.3	-1.5
> CCC1(c2ccccc2)NC(=S)N(C)N1 (centres undefined)
→ -2	12	0.2	0.5
> CCOC(=O)c1ccc(NC(=O)c2ccc(C)s2)cc1
→ -66	-12	0.2	0.8
> O=c1c2ccccc2nc(SCc2cccc(Cl)c2)n1CCc1ccccc1
→ -1	2	0.0	0.1
> C=C(C)Cn1c(SCC(C)C)nc2c1c(=O)n(C)c(=O)n2C
→ -14	17	0.1	-0.7

High-throughput results deposited in PubChem BioAssay by The Scripps Research Institute Molecular Screening Center.
